Bioassay records from PubChem.
STK33 inh – blocks human STK33 kinase activity | actives 0.073% (n = 320,000) | Q9BYT3 | purified STK33, MBP phosphorylation, ADP-Glo luminescence | inhibition, % at 10 µM | AID 2661;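 active = inhibition at or above 25%, using the most active replicate where run in duplicate; inactive = inhibition below 25%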
KCNQ2 block – KCNQ2 channel blockers in CHO-K1 cells – cell-based, FluxOR thallium flux, B-score, primary screen (AID 2156) | O88943 | 20 min; stronger effect = lower value | B-score at 10 µM | actives 1.1% (n = 310,000);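 active = fluorescence ratio B-score at most minus 3 library SDs, with starting brightness B-score within 2 library SDs, cut at about -5.5 in these data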
Target sequence (O88943 whole entry, looked up): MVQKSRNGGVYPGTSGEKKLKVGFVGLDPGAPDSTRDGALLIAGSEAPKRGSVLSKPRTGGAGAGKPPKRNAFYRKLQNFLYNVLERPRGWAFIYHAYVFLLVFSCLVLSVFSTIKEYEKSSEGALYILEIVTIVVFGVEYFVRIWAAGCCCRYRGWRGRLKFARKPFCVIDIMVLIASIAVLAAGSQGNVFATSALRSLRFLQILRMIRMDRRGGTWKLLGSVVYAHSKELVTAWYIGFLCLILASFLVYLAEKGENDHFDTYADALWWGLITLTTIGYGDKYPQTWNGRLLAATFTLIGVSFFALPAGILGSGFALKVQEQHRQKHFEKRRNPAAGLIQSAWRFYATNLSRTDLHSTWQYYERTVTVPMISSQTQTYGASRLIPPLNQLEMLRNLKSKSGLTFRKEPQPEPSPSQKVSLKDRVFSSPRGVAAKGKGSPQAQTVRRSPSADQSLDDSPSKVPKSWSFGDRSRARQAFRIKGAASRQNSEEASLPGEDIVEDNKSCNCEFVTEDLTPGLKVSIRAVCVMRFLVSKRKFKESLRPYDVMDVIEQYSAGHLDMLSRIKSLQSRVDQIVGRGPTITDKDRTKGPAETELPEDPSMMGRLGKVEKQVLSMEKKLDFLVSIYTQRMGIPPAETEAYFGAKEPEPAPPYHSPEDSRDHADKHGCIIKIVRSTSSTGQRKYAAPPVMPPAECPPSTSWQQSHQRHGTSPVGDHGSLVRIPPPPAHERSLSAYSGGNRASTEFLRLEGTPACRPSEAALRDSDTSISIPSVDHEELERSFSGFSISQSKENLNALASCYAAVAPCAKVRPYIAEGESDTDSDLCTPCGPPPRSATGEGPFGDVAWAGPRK
Kir21 block – Kir2.1 (mouse) channel inhibition; P35561; HEK293-Kir2.1, FluxOR thallium flux fluorescence; stronger effect = lower value; B-score at 10 µM; actives 0.85% (n = 310,000); AID 1672;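 active = fluorescence ratio B-score at or below minus 3 SD of library scores, with starting-brightness B-score within 2 SD, cut at about -4.2 in these data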;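 note: channel flux triggered by added potassium and thallium sulfate stimulus; B-score of peak minus minimum fluorescence over baseline after thallium stimulus; more negative B-score means stronger Kir2.1 block with less thallium influx; some compounds called inactive have numbers as strong as hits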
Starred values were filed as active, the others as inactive; i = inactive; x = no result given.

The line under a structure holds: STK33 inh	KCNQ2 block	Kir21 block
- O=C1CC(c2ccc(Cl)c(Cl)c2)CC(O)=C1C=NCCN1CCNCC1 (configuration not stated)
 : x	i	-0.01
- Cc1nn(CCc2n[nH]c(=S)n2-c2ccc(F)c(Cl)c2)c(C)c1[N+](=O)[O-]
 : 0.7	i	0.57
- O=C(CSc1nnc(-c2ccc(Cl)cc2)n1-c1ccc(Cl)cc1)N/N=C/c1ccccc1C(=O)O
 : -0.9	i	0.18
- O=C(N/N=C\c1cccc(F)c1)c1ccc(Cn2cc(Br)c([N+](=O)[O-])n2)o1
 : -0.1	i	0.48
- S=c1[nH]nc(-c2cccnc2)n1/N=C/c1ccccc1
 : -0.2	i	0.32
- CC1(C)CC(=O)C(C=NCCN2CCN(C3CC(=O)N(c4cccc(Br)c4)C3=O)CC2)=C(O)C1 (configuration not stated)
 : -2.2	i	-0.21
- CN(C)c1ccc(N=Cc2nc(-c3ccccc3)oc2OC(=O)c2ccccc2)cc1
 : -1.7	i	-2.1
- CCN(CC(=O)NC1CCS(=O)(=O)C1)S(=O)(=O)c1ccc(C)c(C)c1 (configuration not stated)
 : -1.3	i	-1.6
- Cn1cc(Cl)c(C(=O)OCC(=O)Nc2ccc(S(N)(=O)=O)cc2)n1
 : x	i	-2.2
- O=C(O)c1cccc(S(=O)(=O)Nc2ccc(S(=O)(=O)N3CCOCC3)cc2)c1
 : -0.2	i	1.7
- CCn1c(/C(C#N)=N/O)nc2ccccc21
 : 0.5	i	-1.6
- CC(O)CCC(=O)NNC(=S)Nc1ccccc1 (configuration not stated)
 : -1.8	i	0.06
- O=C(C1CCN(S(=O)(=O)c2ccc(Br)s2)CC1)N1CCN(c2ccccc2)CC1
 : -0.9	i	0
- NC(=O)NC(Cc1ccccc1)C(=O)NCCCSc1ccccc1 (configuration not stated)
 : -2.1	i	-1.1
- CCOc1ccc(Cn2c(=O)oc3ccc(C)cc32)cc1OC
 : -2.7	i	-1.5
- CCOC(=O)c1c(C)[nH]c(C)c1C(=O)COC(=O)/C=C/c1ccc(OC(F)F)cc1
 : -3.7	i	0.11
- OCCn1c(SCCOc2ccccc2)nc2ccccc21
 : -0.7	i	-0.61
- O=C(O)CCCCCNC(=O)c1ccncc1
 : -0.2	i	-0.8
- c1ccc(Cn2ncc3c(NCc4ccco4)ncnc32)cc1
 : -0.8	i	0.43
- O=C(CN(Cc1ccccc1F)S(=O)(=O)c1ccc(Cl)cc1)NCCCO
 : 0.0	i	-0.85
- c1nc(NCCN2CCOCC2)c2sc3nc(N4CCOCC4)c4c(c3c2n1)CCC4
 : 7.4	i	-0.34
- NS(=O)(=O)c1ccc(NC(=S)NC2CCCCCC2)cc1
 : -1.1	i	-0.02
- Cc1ccc(C(=O)C(C)OC(=O)c2ccccc2[N+](=O)[O-])cc1 (configuration not stated)
 : -0.6	i	-0.97
- CCOC(=O)c1cnc(-c2ccccc2)nc1N(C)C
 : 0.0	i	-0.77
- O=C1CCN(Cc2ccccc2)CCN1CCOc1ccccc1
 : -1.5	i	-0.3
- O=C(COC(=O)c1ccco1)NCc1ccc2c(c1)OCO2
 : -0.4	i	-0.32
- O=C(Nc1cccc(-c2ccc(N3CCOCC3)nn2)c1)c1ccc([N+](=O)[O-])cc1
 : -1.2	i	2.2
- CCOc1ccc(OCCC(=O)OCC(=O)NC2CCCCC2)cc1
 : -0.6	i	0.06
- O=c1[nH]c(/C=C/c2ccccc2OC(F)F)nc2c1cnn2-c1ccccc1
 : -1.9	i	2
- Cc1ccc(C(=O)CSc2nc(-c3ccccc3)ccc2C#N)cc1
 : -0.7	i	-1.1
- Cc1cc(C)c(Cn2ncn(-c3ccc(Br)cc3)c2=O)c(C)c1
 : x	i	0.76
- CN(C)c1ccc(C(=O)OCC(=O)N2CCCCCC2)cc1
 : -0.4	i	1.2
- CCN1CCN(CC(=O)N/N=C/c2cc(Br)cs2)CC1
 : 1.9	i	1.4
- COc1ccc(CCNC(=O)CSc2nc3c(c(=O)n(C)c(=O)n3C)n2C)cc1OC
 : 0.7	i	0.03
- CC(NS(=O)(=O)c1ccc(OCC(=O)N2CCCC2)cc1)c1ccccc1 (configuration not stated)
 : -0.3	i	0.18
- CSc1ccc(CNC(=O)C2Cc3cc(S(=O)(=O)N4CCCC4)ccc3N2C(C)=O)cc1 (configuration not stated)
 : 0.0	i	0
- O=C(c1ccccc1)c1cc2ccccc2oc1=O
 : 0.3	i	-0.04
- CCc1ccc2[nH]c(=O)c(CN(CCCO)C(=O)NCc3ccccc3)cc2c1
 : -1.1	i	3.2
- CC1(OC(=O)CCc2ccccc2)C(=O)C=C2C=C(c3ccc(C#N)cc3)N(C(CO)CO)C=C2C1=O (configuration not stated)
 : 0.9	i	0.69
- CCOC(=O)N1CCN(Cc2nc3c(c(=O)n(C)c(=O)n3C)n2Cc2cccc(C)c2)CC1
 : -1.1	i	-1.7
- CCOC(=O)CCCc1ccc(/C(C)=N/NC(=S)NC)cc1
 : -0.4	i	-1.3
- COc1cc(/C=N/NC(=O)COc2ccc(-n3cnnn3)cc2)ccc1OCC(N)=O
 : 2.3	i	0.22
- CCc1cc2c(=O)n(-c3ccccc3)c(SCC(N)=O)nc2s1
 : -1.3	i	-0.69
- CC1(C)Oc2ccc(C(=O)N/N=C/c3ccc(O)cc3)cc2NC1=O
 : 0.2	i	0.65
- COc1ccc(C(=O)COC(=O)c2cccnc2SC)cc1
 : -1.2	i	2.3
- Cc1cc(F)ccc1NC(=O)C1CCCO1 (configuration not stated)
 : -0.1	i	0.49
- N#Cc1cc(NC2CCCC2)c([N+](=O)[O-])cc1C#N
 : x	i	-0.52
- CSc1cc(-c2ccncc2)nc(-c2ccc(Cl)cc2)c1
 : -0.6	i	-2
- CCCCN(C(=O)CNC(=O)c1ccco1)C(C(=O)NC1CCCCC1)c1ccc(OC)cc1OC (configuration not stated)
 : 0.0	i	-0.02
- Cc1ccc(C(=O)Nc2nc(-c3cc(Cl)sc3Cl)cs2)cc1
 : -0.4	i	0.95
- Cc1oc(-c2ccc(Cl)cc2)cc1C(=O)NC1CCN(Cc2ccccc2)CC1
 : -0.3	i	-1.1
- CC(C)N(Cc1ccccc1)S(=O)(=O)c1cccs1
 : 0.0	i	-4.8*
- Cc1ccc(C(=O)O/N=C/c2ccc(N(C)C)cc2)cc1
 : -0.3	i	0.95
- O=C(CN1C(=O)CCSc2ccc(S(=O)(=O)N3CCOCC3)cc21)Nc1ccccc1Cl
 : -0.4	i	-0.42
- C/C(=N\NC(=O)CC#N)c1ccc(Oc2ccccc2)cc1
 : -1.1	i	1.4
- CN(C1CCCCC1)S(=O)(=O)c1ccc(-n2cnnn2)cc1
 : -0.5	i	-0.15
- FCCCOc1ccc(-c2ccnc(-c3ccccc3)n2)cc1
 : -0.8	i	0.82
- C=CCOc1nc(N(C)C)nc(N(C)C)n1
 : -1.5	i	0.19
- C/C(=N\NC(=O)CN(c1ccccc1)S(C)(=O)=O)c1ccccc1O
 : 3.6	i	2.2
- COc1c(C(=O)NNC(=O)c2ccccc2Cl)csc1Br
 : -0.6	i	0.4

2 entries from above, bar-delimited:
structure | STK33 inh | KCNQ2 block | Kir21 block
O=C(c1ccccc1)c1cc2ccccc2oc1=O | 0.3 | i | -0.04
CCc1ccc2[nH]c(=O)c(CN(CCCO)C(=O)NCc3ccccc3)cc2c1 | -1.1 | i | 3.2

Additional results:
The line under a structure holds: STK33 inh	KCNQ2 block	Kir21 block
- O=C1N[C@@H](Cc2ccccc2)C(=O)N2[C@@H]1C[C@@]1(Br)c3ccccc3N(S(=O)(=O)c3ccccc3)[C@@H]21
 : -1.1	i	-2.1
- COCc1cc(/C=N\NC(=O)Cc2ccc(Cl)cc2)ccc1OC
 : -2.3	i	-0.06
- COc1cccc(/C=N/N2CCN(c3ccccc3OC)CC2)c1
 : 0.2	-5.5*	-2.6
- CCn1c(SCC(=O)N2CCCCCC2)nc2c(c1=O)SCC2
 : -0.8	i	-0.85
- O=C(N/N=C1\CCCc2ccccc21)c1ccccc1Cl
 : -0.1	i	-1.1
- CN(/N=C/c1cc(Cl)ccc1O)C1=NS(=O)(=O)c2ccccc21
 : 1.4	i	-2.4
- CC(=O)N(Cc1ccc(F)cc1)C1=C(NCc2ccccc2)C(=O)c2ccccc2C1=O
 : x	i	-1.4
- S=C(NCCc1ccc(Cl)cc1)NCc1ccco1
 : 0.2	i	-2
- COc1ccc(-c2cc3n(n2)CCc2nc4ccccc4n2-3)cc1
 : -1.2	i	0.01
- O=C(c1cc2ccccc2o1)N1CC=C(c2ccccc2)CC1
 : -0.4	i	1.4
- C/C=C(\C)C(=O)NCCN1C2=NC[C@@H](Cc3ccccc3)N2C[C@H]1Cc1ccc(O)cc1
 : 0.9	i	-1.8
- COc1cc(NC(=O)C2CCN(S(=O)(=O)c3ccc(N4CCCC4=O)cc3)CC2)cc(OC)c1
 : -0.8	i	-0.74
- O=C(c1cc(F)c(F)cc1Cl)N1CCN(CCc2ccccc2)CC1
 : -1.8	i	-0.16
- O=C(CN1CCCC1)Nc1ccc(Oc2ccc(NC(=O)CN3CCCC3)cc2)cc1
 : 4.5	i	0.38
- O=C1CC[C@H](N2C(=O)c3ccccc3C2=O)C(=O)N1
 : 0.2	i	-0.07
- Cc1nc2ccc(Br)cc2c2c1CC(CBr)O2 (configuration not stated)
 : -4.5	i	-1
- CCOC(=O)c1ccc(NC(=O)c2c(N)n(C)c(=O)[nH]c2=O)cc1
 : -1.7	i	1.7
- O=C(Nc1ccccc1Cl)NC1(C(=O)NCC2CCCO2)CCCCC1 (configuration not stated)
 : -1.3	i	1.2
- Cc1cc(OC(=O)c2ccc(Cl)cc2Cl)nc(C)n1
 : -0.9	i	-0.91
- COc1cccc(CC(=O)Nc2cccc3ccccc23)c1
 : -1.4	i	-0.1
- Cc1ccc(OC2=NS(=O)(=O)c3ccccc32)cc1
 : -0.5	i	-0.64
- COc1cc(C)c(C(=O)Oc2cc(C)c(C(=O)O)c(O)c2)c(O)c1
 : -0.4	i	2.8
- C=CCC1(C(=O)NCCO)CCN(C(=O)OC(C)(C)C)CC1
 : 0.3	i	1.2
- Cc1ccccc1NC(=O)CSc1nnc(-c2ccccn2)o1
 : -2.3	i	0.29
- Clc1ccc(-c2csc3ncnc(Cl)c23)cc1
 : -1.3	i	0.05
- CC(=O)N1CCN(c2nc3cc4c(cc3nc2NS(=O)(=O)c2ccccc2)OCCO4)CC1
 : x	i	0.96
- FC(F)(F)c1nnc2ccc(N3CCCC3)nn12
 : -0.7	i	-0.65
- Cc1ccccc1NC(=O)C1CC(=O)n2ncnc2N1 (configuration not stated)
 : -3.8	i	-0.17
- CCOC(=O)N1CCC(NC(=O)CC2C(=O)NCCN2Cc2ccc(C)cc2)CC1 (configuration not stated)
 : -1.0	i	1.1
- CCOC(=O)CSc1ccc2nnc(-c3ccncc3)n2n1
 : 2.2	i	1.7
- CCn1cc(C(=O)NCCN(CC(C)C)CC(C)C)c(=O)c2cc(S(=O)(=O)N3CCOCC3)ccc21
 : -0.7	i	0.29
- Cc1cc(C(=O)Nc2ccc3[nH]ccc3c2)no1
 : 0.2	i	-0.99
- O=C(CSc1ncn[nH]1)NN(c1ccccc1)c1ccccc1
 : -0.5	i	1.5
- Cc1ccc(CC(=O)Nc2nccs2)cc1C
 : -0.8	i	1.5
- COc1cc(CO)cc(Br)c1OCc1cccnc1
 : -0.2	i	-0.07
- C/C(=C\C(=O)c1ccc(Cl)cc1)Nc1ccc(Br)cc1
 : -0.6	-6*	0.67
- Cc1ccc(O)c(C2=NOC(O)(C(F)(F)F)C2)c1 (configuration not stated)
 : -2.6	i	0
- O=C(CCNC(=O)c1ccc(Br)cc1)Nc1cccc(S(=O)(=O)N2CCCCC2)c1
 : -1.0	i	-0.83
- CCC(C)N(CCNC(=O)CC1Oc2ccccc2NC1=O)C1CCCCC1 (configuration not stated)
 : 1.9	i	-0.35
- Cc1nonc1NC(=O)CSc1nc2ccccc2o1
 : -0.4	i	-0.61
- CCc1ccccc1NC(=O)CC(=O)Nc1ccccc1CC
 : -0.8	i	0.19
- COCCNC(=S)N/N=C1\CC(C)CC(C)(C)C1 (configuration not stated)
 : 0.6	i	-0.93
- O=C(NN(c1ccccc1)c1ccccc1)c1ccccc1F
 : 0.2	i	-1
- Clc1ccc(-c2noc(/C=C/c3ccccc3)n2)cc1
 : -0.2	i	-1.3
- CCC1CCCCN1C(=O)CCCc1ccccc1 (configuration not stated)
 : -0.9	i	-2.7
- Cc1ccc2c(c1)c(CC(=O)Nc1ccc(C)c(F)c1)c(C(=O)O)n2C
 : -2.4	i	0.67
- COc1cccc(C(=O)Cn2c(Br)nc3c2c(=O)n(C)c(=O)n3C)c1
 : -0.1	i	-0.57
- CC(=O)Cn1cnc2c(cnn2-c2ccc(C)c(C)c2)c1=O
 : -0.5	i	0.85
- Cc1cc(C)nc(NC(=O)c2cnc3sccn3c2=O)n1
 : -0.4	i	0
- O=C(c1ccco1)N1CCc2ccccc21
 : -2.9	i	1.5
- O=C(NN1C(=O)C2C3c4ccccc4C(c4ccccc43)C2C1=O)c1ccc(Cl)cc1 (configuration not stated)
 : -0.6	i	-1.5
- CS(=O)(=O)c1cccc(S(=O)(=O)N2CCCCCC2)c1
 : -1.3	i	0.36
- CCCC(C)NNC(=O)c1cc2ccccc2[nH]1 (configuration not stated)
 : -1.5	i	-1.4
- O=C(Nc1c2c(nc3ccccc13)CCCC2)c1ccccc1F
 : -0.5	i	0.38
- COc1ccccc1OCCC(=O)O
 : x	i	0.92
- CCOC(=O)/C(C#N)=C/c1ccc(OCC(=O)Nc2ccc(C)c(C)c2)c(OC)c1
 : -2.8	i	0.01
- CCc1ccc(NC(=O)CCNS(=O)(=O)c2cccs2)cc1
 : -1.6	i	-0.39
- CCOC(=O)C1CCCN(S(=O)(=O)c2ccc(NC(C)=O)cc2)C1 (configuration not stated)
 : -0.2	i	0.42
